CXCR6 block: inhibitors of human CXCR6 receptor. hit rate 0.36% among 360,000. inhibition, % at 20 µM. AID 602244. CHO-K1 PathHunter CXCR6 beta-arrestin, luminescence; in the data active means inhibition above about 34%, passing the limit was not always enough;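 further: antagonist mode with CXCL16 agonist at 10 nM final; 0% = 10 nM CXCL16 with DMSO and 100% = unstimulated wells without agonist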
APOBEC3A inh: blocks human APOBEC3A ssDNA deamination; inhibition, % at 20 µM; AID 493011; hit rate 0.41% among 330,000; recombinant A3A, FAM/TAMRA ssDNA deamination fluorescence; P31941;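 active means at least 40% inhibition at 20 µM here, with at most 30% in a related deaminase screen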;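 further: plate controls were A3A with DMSO for no effect and wells lacking A3A enzyme for full effect; some results filed as inactive read as strong as hits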
Target sequence (P31941 whole entry, looked up): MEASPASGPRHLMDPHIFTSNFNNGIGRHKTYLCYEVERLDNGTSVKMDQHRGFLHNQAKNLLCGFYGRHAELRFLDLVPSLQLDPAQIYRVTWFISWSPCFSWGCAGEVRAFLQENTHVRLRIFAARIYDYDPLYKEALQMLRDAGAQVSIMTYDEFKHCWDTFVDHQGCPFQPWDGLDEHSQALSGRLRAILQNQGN
CCR6 antag: blocks CCL20-driven beta-arrestin recruitment at human CCR6. P51684. CHO-K1 CCR6 PathHunter beta-arrestin, luminescence, CCL20-stimulated. inhibition, % at 20 µM. hit rate 0.49% among 340,000. AID 493098;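 active means compounds whose inhibition of the agonist-driven luminescence signal at 20 µM reaches about 50%, limit read from the data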;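 further: cells stimulated with CCL20 at 14 nM final; plate controls were DMSO with CCL20 for no effect and DMSO without agonist for full effect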
EBI2 block: antagonists of human EBI2 receptor; P32249; EBI2 beta-arrestin recruitment, luminescence, 7a,25-OHC stimulated; inhibition, % at 5 µM; hit rate 0.81% among 360,000; AID 651636; in the data active means inhibition above about 38%;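 further: enzyme fragment complementation signal reports receptor beta-arrestin coupling in cells; 0% = agonist plus DMSO wells and 100% = wells without agonist; some results beyond the cut were filed as inactive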
Target sequence (P32249 whole entry, looked up, the tested form may be a part): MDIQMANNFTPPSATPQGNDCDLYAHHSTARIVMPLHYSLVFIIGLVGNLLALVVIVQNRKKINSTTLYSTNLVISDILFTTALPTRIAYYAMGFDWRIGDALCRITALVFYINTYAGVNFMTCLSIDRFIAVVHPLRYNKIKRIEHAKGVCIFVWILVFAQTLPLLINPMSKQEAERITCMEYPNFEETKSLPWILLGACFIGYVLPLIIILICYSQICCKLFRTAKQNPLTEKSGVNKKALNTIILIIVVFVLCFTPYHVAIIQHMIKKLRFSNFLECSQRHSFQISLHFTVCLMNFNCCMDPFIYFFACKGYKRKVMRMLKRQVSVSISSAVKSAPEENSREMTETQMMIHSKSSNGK
GRIN3A LBD mod: modulators (binders) of human NR3A ligand-binding domain. NR3A LBD differential scanning fluorimetry, Tm shift; 0% = protein alone, 100% = glycine-bound protein. Tm shift relative to glycine control, % at 25 µM. hit rate 2.5% among 340,000. AID 1259313;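 active means melting temperature shift of at least 10% of the positive control shift, at one fixed dose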
A3G deaminase: inhibitors of human APOBEC3G DNA deaminase. Q9HC16. recombinant A3G, ssDNA deamination FAM/TAMRA fluorescence. inhibition, % at 20 µM. hit rate 0.28% among 330,000;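 active means inhibition of at least 40% at 20 µM, with no more than 30% in the related APOBEC3A deaminase screen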;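 further: plate controls were DMSO wells with A3G for no effect and wells lacking A3G enzyme for full effect; some compounds called inactive have numbers as strong as hits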
Target sequence (Q9HC16 whole entry, looked up): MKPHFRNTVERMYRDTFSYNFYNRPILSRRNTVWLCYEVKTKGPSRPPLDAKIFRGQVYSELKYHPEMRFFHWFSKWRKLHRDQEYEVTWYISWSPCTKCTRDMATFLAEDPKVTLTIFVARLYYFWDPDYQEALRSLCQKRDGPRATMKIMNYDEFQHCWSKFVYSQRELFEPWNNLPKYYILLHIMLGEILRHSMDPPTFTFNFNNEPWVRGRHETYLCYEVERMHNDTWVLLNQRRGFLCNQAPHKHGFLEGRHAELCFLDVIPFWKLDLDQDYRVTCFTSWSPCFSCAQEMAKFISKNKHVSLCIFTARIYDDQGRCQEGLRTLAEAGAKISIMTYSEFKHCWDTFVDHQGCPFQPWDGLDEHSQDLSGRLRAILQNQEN
MPTP inh: blocks calcium-induced mitochondrial swelling. hit rate 1.4% among 360,000. inhibition, % at 10 µM. isolated mouse mitochondria, Ca2+ swelling absorbance, 30 min;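 active means inhibition of 50% or more, scaled per plate between neutral and stimulator controls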;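 further: 0% = DMSO wells given calcium and 100% = 1 mM EGTA wells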
Gli-Sufu antag: antagonists of Gli-Sufu signaling | inhibition, % at 5 µM | AID 588413 | hit rate 0.74% among 340,000 | Sufu-KO-LIGHT fibroblasts, Gli luciferase reporter luminescence;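 active means inhibition above about 55%, limit read from the data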;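 further: 0% = DMSO-treated cells and 100% = wells with medium but no cells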
* marks the source's active call; other numbers are inactive results; nt = no result given.

no.	canonical_smiles	CXCR6 block	APOBEC3A inh	CCR6 antag	EBI2 block	GRIN3A LBD mod	A3G deaminase	MPTP inh	Gli-Sufu antag
1	Cc1ccc(C(=O)OCC(=O)Nc2cc(S(C)(=O)=O)ccc2Cl)cc1S(=O)(=O)N1CCCCC1	-9	4	25	0	1	9	-0.5	1
2	CC(C)(C)OC(=O)CNC(=O)c1nc[nH]c1C(=O)NCc1ccccc1	-1	-4	16	-7	-1	-17	0.4	-5
3	C=CCN(C(=O)Cn1c(C(=O)OC)cc2oc(C)cc21)c1ccccc1	10	2	7	4	-1	5	-0.5	-2
4	NC(=S)Nc1cc(Cl)cc(Cl)c1	2	0	2	14	-5	-9	18	11
5	COc1cc(/C=N/NC(=O)c2cccc(S(=O)(=O)N3CCOCC3)c2)cc(OC)c1O	10	0	6	-6	-8	-7	-0.9	-14
6	Cc1nc(CC(=O)NNS(=O)(=O)c2ccc3ccccc3c2)cs1	-11	9	-7	-3	-3	-6	0.1	-4
7	CC(=NNc1nc2ccccc2s1)c1ncccn1	54*	nt	40	57*	-1	nt	1.4	-52
8	CC(C)c1nnc(NC(=O)c2ccc3ccccc3c2)s1	2	-4	-5	-11	2	-11	-1.3	-108
9	CC1CCCC/C1=N\Nc1ccc(S(N)(=O)=O)cc1[N+](=O)[O-] (centres undefined)	2	0	25	-2	-6	-5	4.6	15
10	c1ccc2c(c1)ncc1cccn12	0	0	-6	-10	-1	-3	-0.6	4
11	CC(=O)c1ccc(NS(=O)(=O)c2ccc(N/C=C/C(=O)c3ccc(F)cc3)cc2)cc1	4	-1	7	-3	16*	2	16	-16
12	Cc1ccccc1NC(=O)COC(=O)/C=C/c1cn(-c2ccccc2)nc1-c1cccnc1	-2	0	15	-9	-4	-4	-0.1	2
13	COc1cc(/C=C2\SC(N)=NC2=O)ccc1OCC(=O)Nc1ccc(C)cc1	2	-3	0	-4	-12	-2	0.5	-15
14	CC(C)CCNC(=O)C(=O)NCc1ccccc1	2	1	-3	-4	1	-1	-0.1	-3
15	Cc1ccc(C(=O)OCC(=O)NCc2cccs2)cc1C	-8	2	15	-2	-2	-3	1.4	0
16	CN(CC(=O)O)S(=O)(=O)c1cc(Cl)ccc1Cl	-5	-6	-6	-5	1	-3	0.5	-1
17	COC(=O)Nc1ccc2c(c1)N(C(=O)CCN1CCN3CCCC3C1)c1ccccc1S2 (centres undefined)	6	0	-1	-8	-1	-7	-1.3	6
18	CCOC(=O)c1c(NC(=O)COC(=O)CCNS(=O)(=O)c2ccccc2)sc(C(=O)N(C)C)c1C	-5	7	-6	0	0	-1	-0.9	-11
19	COc1cccc(S(=O)(=O)NCC(=O)N2CCCC2)c1	2	-6	2	-8	1	-6	0.9	-1
20	OC(CNCc1ccc(Cl)cc1)C(F)(F)F (centres undefined)	-6	-4	17	5	2	0	-0.4	-14
21	CCN(C(=O)COC(=O)c1ccc2c(c1)OCO2)c1ccc(F)cc1	5	-3	14	4	4	1	-0.2	4
22	CCN(CC(=O)Nc1ccc(C(C)=O)cc1)CC(=O)Nc1ccc2c(c1)OCCO2	1	-1	13	4	1	-2	-0.2	2
23	Clc1ccc(Nc2ncn[nH]2)cc1	5	-1	-5	0	-3	-2	1.5	-12
24	Cc1ccc(N/C(N)=N/c2nc3c(c(=O)[nH]2)CCCC3)c(C)c1	-7	1	-4	-2	nt	-6	-0.7	-1
25	CC(OC(=O)c1c(F)cccc1F)C(=O)NCCC1=CCCCC1 (centres undefined)	-7	-4	13	6	0	-8	0.8	-4
26	COc1ccc(OC)c(CNS(=O)(=O)c2c(C)nc3scc(C)n3c2=O)c1	-3	-1	4	-4	-1	-5	-1.3	7
27	COc1ccc(CC(=O)N(c2ccccc2)c2nc(C)cs2)cc1	1	1	12	-1	-2	-1	2.5	-1
28	O=S(=O)(c1ccc(S(=O)(=O)N2CCC(O)CC2)cc1)N1CCCC1	2	-3	-5	-15	-1	-11	-0.2	5
29	COCCOc1cc(NC(=O)CS(=O)(=O)CC(=O)N(C)C)c(Cl)cc1Cl	1	1	13	-12	-1	-2	1.8	-11
30	O=c1cc(CN2CCN(C/C=C/c3ccccc3)CC2)c2cc(O)c(-c3ccccc3)cc2o1	1	2	0	-5	3	-4	4.3	9
31	O=C(NC1CCN(Cc2ccccc2)CC1)c1cccc(S(=O)(=O)Nc2ccc(SC(F)F)cc2)c1	1	-4	0	3	2	-7	-1.1	15
32	COc1cccc(C(=O)/C=C/Nc2ccc(S(=O)(=O)Nc3cnc4ccccc4n3)cc2)c1	0	-1	21	-3	7	2	-1.7	-2
33	CCN1CCN(CC(=O)Nc2ccc(Cl)c(Cl)c2)C(=O)C1=O	5	2	15	-1	-3	2	-1.2	2
34	COC(=O)c1ccc(OCC(O)CN2CCC(C)CC2)cc1 (centres undefined)	-4	-3	3	-1	5	-5	0.1	-1
35	NC(=O)CC(NC(=O)Cc1ccc(Br)cc1)c1ccc(N2CCN(c3ccccc3)CC2)c([N+](=O)[O-])c1 (centres undefined)	2	0	15	0	0	-5	-1.3	-26
36	CCOC(=O)C1(CC)NC(c2ccco2)C2C(=O)N(C)C(=O)C21 (centres undefined)	-3	2	-8	-4	0	3	-1.0	1
37	Cc1ccc(N(CC(=O)Nc2c(C)n(C)n(-c3ccccc3)c2=O)S(C)(=O)=O)c(C)c1	-5	-1	13	-2	-1	-12	-2.1	-2
38	CCc1nc2c(c(=O)[nH]1)C1(CCCC1)Cc1ccccc1-2	-7	6	7	15	nt	3	0.0	10
39	COc1ccc(C(NC(=O)c2ccc(=O)[nH]c2)C(=O)Nc2ccc(C(C)C)cc2)cc1 (centres undefined)	3	-2	5	12	0	-5	-4.0	-23
40	Cc1c(NS(=O)(=O)CC23CCC(CC2=O)C3(C)C)c(=O)n(-c2ccccc2)n1C (centres undefined)	5	-1	7	1	-2	-10	-0.4	8
41	O=C(CN1CCCCC1)Nc1ccc(NC(=O)c2ccc(Cl)cc2)cc1Cl	1	-2	19	18	-3	-3	6.1	-4
42	O=C(c1ccc2c3c(cccc13)CC2)C1CCCN(Cc2ccccn2)C1 (centres undefined)	-5	10	6	2	1	-2	0.8	25
43	COc1ccc(/C=C(/NC(=O)c2ccccc2)C(=O)N2CCC(C)CC2)cc1	4	-4	7	3	0	-5	-1.0	-8
44	CCOC(=O)c1ccc(S(=O)(=O)Nc2ccc(N3CCOCC3)cc2)cc1	-7	-5	-2	2	-2	0	-1.3	27
45	O=C1N(Cc2cccc(Cl)c2)C[C@@H]2C[C@@H](c3ccsc3)N3CCC[C@@]123	5	-2	19	5	-2	2	2.2	1
46	Cc1nc(SCCCSc2n[nH]c(C)n2)n[nH]1	-23	-2	8	-3	1	-7	-3.7	-15
47	CCCCCc1ccc(OCCCC[n+]2ccc(C)cc2)c(CCCCC)c1	-6	-3	-1	2	-4	-9	40	86*
48	COc1ccc(NC(=O)C(NC(C)=O)C(=O)NCc2ccccc2OC)cc1 (centres undefined)	-4	-2	-6	-3	-1	-9	-0.2	2
49	CC(=O)c1cc(C#N)c(Oc2ccc(Cl)cc2Cl)nc1C	1	-1	4	-4	-1	-2	5.1	-12
50	COc1ccccc1-c1sc2ccccc2c1-c1ccc(OCCN2CCCCC2)cc1	4	3	22	-18	7	0	-0.9	-5

Carrying on:
no.	canonical_smiles	CXCR6 block	APOBEC3A inh	CCR6 antag	EBI2 block	GRIN3A LBD mod	A3G deaminase	MPTP inh	Gli-Sufu antag
51	CCc1c(C)nc(N2CCOCC2)[nH]c1=O	-7	0	-2	-3	0	-3	-0.4	3
52	Cc1nc(N)c(C#N)c(-c2ccccc2)c1C	-5	2	6	8	0	-3	-0.3	7
53	CC(C)c1cc(-c2cc(C(=O)NCc3ccccc3)on2)nc(NCC2CC2)n1	-6	-4	12	11	-2	-12	0.4	-20
54	Cn1c(NC(=O)Cc2cccs2)cc(=O)n(C)c1=O	15	-1	5	0	-3	-1	-0.8	-2
55	COc1cccc(-c2cc(C(F)(F)F)nc(-n3ccc([N+](=O)[O-])n3)n2)c1	-2	2	-14	-7	4	-3	2.7	15
56	CC(OC(=O)c1cc(=O)[nH]c2ccccc12)C(=O)NCc1ccccc1 (centres undefined)	2	0	6	-8	-3	-2	-0.5	-5
57	Fc1cc2ncn(Cc3ccccc3)c2cc1F	-4	-1	1	-6	-1	-10	-12	3
58	COC(=O)c1cc2occc2n1Cc1nc(-c2ccccc2Cl)oc1C	0	-4	6	6	0	-5	0.8	-2
59	COc1cc(C2C(C#N)=C(N)Oc3n[nH]c(-c4ccccn4)c32)cc(OC)c1OC (centres undefined)	-10	1	-5	-16	-2	4	1.5	7
60	O=C(COc1ccc(Br)cc1)NCCNC(=O)c1cccnc1	-8	4	1	-1	4	2	0.3	-6
61	CCc1ccccc1NC(=O)NC1CCCCC1	0	-4	1	-6	1	-5	-1.9	-4
62	COc1ccc(C(=O)Nc2nnc(CCS(=O)(=O)c3ccc(C)cc3)s2)cc1	2	-1	-8	-2	0	-1	0.0	-15
63	Cc1cc2ccccn2c1C(=O)c1ccc(F)cc1	-2	-3	8	4	-2	-7	0.6	-28
64	Cc1csc(N(C(=O)c2ccc(S(=O)(=O)N(C)C)cc2)c2ccccc2)n1	-14	6	-19	-2	-1	3	1.2	-6
65	Cc1ccc(-n2nc(C)c3c2OC(N)=C(C#N)C3c2ccncc2)cc1 (centres undefined)	0	2	4	-1	2	0	1.4	9
66	O=C1C(C2=C(O)c3ccccc3C2=O)=Nc2ccccc21	8	-1	14	2	-1	-7	11	34
67	CC(=O)NC1C(OCc2cccc(Br)c2)OC(COC(C)=O)C(OC(C)=O)C1OC(C)=O (centres undefined)	1	-2	18	10	1	-7	2.0	-1
68	COCCN(Cc1cn(C)nc1-c1ccccc1F)C(C)C	-4	-4	12	2	-1	6	-0.4	4

Of the compounds above, nine contain an NH in an aromatic ring:
no.	canonical_smiles	CXCR6 block	APOBEC3A inh	CCR6 antag	EBI2 block	GRIN3A LBD mod	A3G deaminase	MPTP inh	Gli-Sufu antag
2	CC(C)(C)OC(=O)CNC(=O)c1nc[nH]c1C(=O)NCc1ccccc1	-1	-4	16	-7	-1	-17	0.4	-5
23	Clc1ccc(Nc2ncn[nH]2)cc1	5	-1	-5	0	-3	-2	1.5	-12
24	Cc1ccc(N/C(N)=N/c2nc3c(c(=O)[nH]2)CCCC3)c(C)c1	-7	1	-4	-2	nt	-6	-0.7	-1
38	CCc1nc2c(c(=O)[nH]1)C1(CCCC1)Cc1ccccc1-2	-7	6	7	15	nt	3	0.0	10
39	COc1ccc(C(NC(=O)c2ccc(=O)[nH]c2)C(=O)Nc2ccc(C(C)C)cc2)cc1 (centres undefined)	3	-2	5	12	0	-5	-4.0	-23
46	Cc1nc(SCCCSc2n[nH]c(C)n2)n[nH]1	-23	-2	8	-3	1	-7	-3.7	-15
51	CCc1c(C)nc(N2CCOCC2)[nH]c1=O	-7	0	-2	-3	0	-3	-0.4	3
56	CC(OC(=O)c1cc(=O)[nH]c2ccccc12)C(=O)NCc1ccccc1 (centres undefined)	2	0	6	-8	-3	-2	-0.5	-5
59	COc1cc(C2C(C#N)=C(N)Oc3n[nH]c(-c4ccccn4)c32)cc(OC)c1OC (centres undefined)	-10	1	-5	-16	-2	4	1.5	7

Bioassay records as filed in PubChem BioAssay.
